beta cell repl = inducers of MIN6 beta-cell proliferation, primary screen, ATP luminescence, uHTS; AID 2380, 2010; hit rate 0.29% among 330,000; MIN6 cells proliferation, ATPlite luminescence, 48 h; cells starved in 0.2% serum; 100% = growth in 10% serum; proliferation, % at 10 µM;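 active = compounds whose signal lies at least 3.5 SD above the mean of all wells on their plate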;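 also: 0% = DMSO-treated cells in low-serum medium and 100% = 10% serum control; some compounds called inactive have numbers as strong as hits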
mIAP block = inhibitors of mouse IAP, primary screen, biochemical, luminescence, uHTS; intestinal alkaline phosphatase [Mus musculus]; purified mouse IAP, CDP-Star luminescence, 30 min; inhibition, % at 10 µM; hit rate 0.2% among 330,000; AID 2806, 2010;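 active = inhibition of at least 40% at 10 µM in the primary screen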;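 also: plate controls were DMSO with enzyme for no effect and no enzyme wells for full effect; values of inactives mirror those of a sister screen read the other way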
APOBEC3A inh = APOBEC3A ssDNA deaminase inhibitors, primary screen, selectivity assay for APOBEC3G inhibitor project, biochemical, FAM/TAMRA oligo cleavage fluorescence; DNA dC->dU-editing enzyme APOBEC-3A (Homo sapiens), P31941; AID 493011, 2011; hit rate 0.41% among 330,000; inhibition, % at 20 µM; recombinant A3A, FAM/TAMRA ssDNA deamination fluorescence;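 active = at least 40% inhibition at 20 µM here, with at most 30% in a related deaminase screen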;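 also: plate controls were A3A with DMSO for no effect and wells lacking A3A enzyme for full effect; some results filed as inactive read as strong as hits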
Target sequence (P31941 whole entry, looked up): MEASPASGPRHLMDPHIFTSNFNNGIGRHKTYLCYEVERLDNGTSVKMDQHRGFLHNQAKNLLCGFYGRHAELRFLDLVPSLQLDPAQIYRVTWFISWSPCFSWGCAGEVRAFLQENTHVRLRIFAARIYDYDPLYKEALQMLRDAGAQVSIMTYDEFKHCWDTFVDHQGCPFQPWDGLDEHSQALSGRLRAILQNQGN
hIAP activ = human IAP activators, primary screen, biochemical, luminescence, uHTS | activation factor at 10 µM | purified human IAP, CDP-Star luminescence, 30 min; hits give high values; 1 = vehicle-only enzyme, 0 = enzyme-free background | hit rate 0.16% among 330,000 | AID 2524, 2010;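 active = activation factor of the enzyme at least 2-fold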; also: the source names both 10 and 20 µM as test concentration; values of inactives mirror those of a sister screen read the other way
Target sequence (P09923 whole entry, looked up): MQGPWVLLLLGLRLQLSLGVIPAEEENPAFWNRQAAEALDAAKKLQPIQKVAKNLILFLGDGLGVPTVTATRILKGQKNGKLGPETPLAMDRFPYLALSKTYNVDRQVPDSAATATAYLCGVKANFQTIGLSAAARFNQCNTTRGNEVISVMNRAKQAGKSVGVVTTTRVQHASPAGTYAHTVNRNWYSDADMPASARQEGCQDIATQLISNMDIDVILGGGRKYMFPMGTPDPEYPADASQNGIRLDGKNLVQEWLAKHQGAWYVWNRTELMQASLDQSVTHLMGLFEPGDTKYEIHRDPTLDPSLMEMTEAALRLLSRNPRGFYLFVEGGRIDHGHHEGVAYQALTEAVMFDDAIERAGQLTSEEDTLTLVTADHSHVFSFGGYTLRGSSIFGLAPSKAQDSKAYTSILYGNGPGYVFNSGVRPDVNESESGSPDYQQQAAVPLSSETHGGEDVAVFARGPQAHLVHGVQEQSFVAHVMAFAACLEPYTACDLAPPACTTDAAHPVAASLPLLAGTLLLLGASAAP
hIAP block = human IAP inhibitors, primary screen, biochemical, luminescence, uHTS; hit rate 0.12% among 330,000; Intestinal-type alkaline phosphatase (Homo sapiens), P09923; AID 2544, 2010; inhibition, % at 10 µM; purified IAP, CDP-Star luminescence, 30 min;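 active = inhibition reaching a set limit with compound at 10 µM in the primary screen, cut at about 35% in these data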;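 also: plate controls were DMSO wells with enzyme for no effect and no-enzyme buffer wells for full effect; values of inactives mirror those of a sister screen read the other way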
mIAP act = activators of mouse IAP, primary screen, biochemical, luminescence, uHTS. muIAP, CDP-Star luminescence, 30 min; hits give high values; 1 = vehicle-only enzyme signal, 0 = enzyme-free wells. hit rate 0.24% among 330,000. AID 2805, 2010. intestinal alkaline phosphatase [Mus musculus]. activation factor at 10 µM;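 active = activation factor of at least 2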; also: the source names both 10 and 20 µM as test concentration; values of inactives mirror those of a sister screen read the other way
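also added = chemiluminescent substrate CDP-Star | test system = mouse IAP enzyme | signal = chemiluminescence readout | compound = DMSO-dissolved test compounds | incubation = 30 min at room temperature | benchmarks = DMSO wells, no-enzyme wells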
NR3A LBD binder = binders of NR3A ligand-binding domain, primary screen, biophysical, differential scanning fluorimetry, uHTS; Glutamate receptor ionotropic, NMDA 3A (GRIN3A) ligand-binding domain; NR3A LBD differential scanning fluorimetry, Tm shift; 0% = protein alone, 100% = glycine-bound protein; Tm shift relative to glycine control, % at 25 µM; hit rate 2.5% among 340,000; AID 1259313, 2017;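 active = melting temperature shift of at least 10% of the positive control shift, at one fixed dose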
MPTP inh = mitochondrial permeability transition pore inhibitors, primary screen, biochemical, isolated mouse mitochondria, absorbance. Ca2+ swelling absorbance, 30 min. inhibition, % at 10 µM. hit rate 1.4% among 360,000;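 active = inhibition of 50% or more, scaled per plate between neutral and stimulator controls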;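 also: 0% = DMSO wells given calcium and 100% = 1 mM EGTA wells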
A3G deaminase = APOBEC3G DNA deaminase inhibitors, primary screen, biochemical, fluorescence, single-stranded DNA substrate, uHTS | DNA dC->dU-editing enzyme APOBEC-3G (Homo sapiens), Q9HC16 | recombinant A3G, ssDNA deamination FAM/TAMRA fluorescence | inhibition, % at 20 µM | hit rate 0.28% among 330,000 | AID 493012, 2011;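 active = inhibition of at least 40% at 20 µM, with no more than 30% in the related APOBEC3A deaminase screen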;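 also: plate controls were DMSO wells with A3G for no effect and wells lacking A3G enzyme for full effect; some compounds called inactive have numbers as strong as hits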
Target sequence (Q9HC16 whole entry, looked up): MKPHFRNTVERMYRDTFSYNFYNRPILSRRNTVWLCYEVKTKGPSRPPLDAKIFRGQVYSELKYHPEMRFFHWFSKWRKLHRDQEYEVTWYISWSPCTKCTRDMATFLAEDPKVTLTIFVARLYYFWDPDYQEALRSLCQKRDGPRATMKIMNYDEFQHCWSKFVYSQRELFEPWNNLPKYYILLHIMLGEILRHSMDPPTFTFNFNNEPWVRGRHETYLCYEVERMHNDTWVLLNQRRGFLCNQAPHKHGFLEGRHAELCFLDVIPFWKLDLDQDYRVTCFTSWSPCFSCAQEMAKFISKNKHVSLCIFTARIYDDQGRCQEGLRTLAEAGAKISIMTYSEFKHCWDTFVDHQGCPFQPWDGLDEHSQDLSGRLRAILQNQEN
Numbers without * were called inactive; x = no result given.

1) CCOc1ccccc1OCCCC(=O)N1CCN(S(=O)(=O)c2ccc(C)cc2)CC1
2) CCOC(=O)C1=C(O)/C(=C/c2ccc(OCC(=O)O)c(OCC)c2)SC1=Nc1ccc(OC)cc1
3) CCN(CC)c1ccc(C2C3CCCCC3(O)CCN2CC(=O)N2CCCCC2)cc1 (stereo unspecified)
4) CCOc1ncccc1-c1nc(-c2cccs2)no1
5) CC(=O)Nc1ccc(NC(=O)CN(C)S(=O)(=O)c2ccc3c(c2)CCC(=O)N3)cc1
6) CCc1nnc(NC(=O)CSc2nnc(-c3cccnc3)n2C)s1
7) Cc1ccc(P(=O)(CSC(=N)N)c2ccc(C)cc2)cc1
8) NC(=O)c1ccsc1NC(=O)COC(=O)COc1ccccc1F

Assay by compound	1	2	3	4	5	6	7	8
beta cell repl	3	0	-3	-5	-1	-5	-6	0
mIAP block	5	-7	1	-1	-2	-7	18	-1
APOBEC3A inh	-4	7	-17	-2	12	3	-6	-1
hIAP activ	1.1	1.1	1	1.1	0.83	0.96	0.96	0.93
hIAP block	-8	-6	-1	-12	17	4	4	7
mIAP act	0.95	1.1	0.99	1	1	1.1	0.82	1
NR3A LBD binder	-2	-2	1	2	0	0	0	-2
MPTP inh	0.6	0.6	0.0	-0.3	-0.9	0.2	0.2	0.4
A3G deaminase	-7	-4	-7	-7	0	1	-9	-4

9) CC(C)C(=O)c1cn(CC(=O)N2CCCc3ccccc32)c2ccccc12
10) Cc1cc(Nc2nc3ccccc3[nH]c2=O)n(-c2ccccc2)n1
11) O=C(Nc1ccccc1)C12CC3CC(C1)CC(n1cnc([N+](=O)[O-])n1)(C3)C2
12) Cc1onc(-c2ccccc2)c1CNS(=O)(=O)c1cccc(Br)c1
13) O=C(NC(Nc1nc2ccccc2s1)(C(F)(F)F)C(F)(F)F)c1ccccc1
14) CC1CN(C(=O)c2ccc(S(=O)(=O)Nc3cccc(C(F)(F)F)c3)cc2)CC(C)O1 (stereo unspecified)
15) CCOc1ccc(OCCCCn2cnc3ccccc3c2=O)cc1
16) O=CN1CCc2scc[n+]2-c2ccccc21

Assay by compound	9	10	11	12	13	14	15	16
beta cell repl	-1	-2	-2	-1	-1	3	1	0
mIAP block	-12	-25	-1	2	6	-4	-8	10
APOBEC3A inh	1	-7	2	-4	-5	-2	-3	-2
hIAP activ	1.1	1.1	0.98	1.2	0.9	1.1	1	0.9
hIAP block	-13	-9	2	-20	10	-5	0	10
mIAP act	1.1	1.2	1	0.98	0.94	1	1.1	0.91
NR3A LBD binder	0	-2	0	1	0	1	0	0
MPTP inh	0.6	2.0	1.1	-1.5	0.7	-0.4	-0.3	0.8
A3G deaminase	-2	-4	1	-5	-6	-4	-4	-3

Individual results from the entries so far.
Under beta cell repl, O=C(NC(Nc1nc2ccccc2s1)(C(F)(F)F)C(F)(F)F)c1ccccc1 shows -1
Under beta cell repl, CC(C)C(=O)c1cn(CC(=O)N2CCCc3ccccc32)c2ccccc12 shows -1
Under mIAP block, Cc1onc(-c2ccccc2)c1CNS(=O)(=O)c1cccc(Br)c1 shows 2
Under hIAP activ, Cc1cc(Nc2nc3ccccc3[nH]c2=O)n(-c2ccccc2)n1 shows 1.1

Continued:
17) Cc1ccc(NC(=O)CS(=O)CC(=O)NC(C)CCc2ccco2)cc1Cl (stereo unspecified)
18) CCn1c(=O)n(CC)c2cc(N3CCCC3)c(NC(=O)c3ccc(C)cc3)cc21
19) O=C(CN1CCCC1)N1c2ccccc2Sc2ccccc21
20) CCOc1ccc(N=C(C)c2ccccc2O)cc1
21) Cc1sc(N)nc1-c1c(C)n(C)c2ccccc12
22) COc1ccc(NC(C)=O)cc1S(=O)(=O)NC(C)c1ccc(-n2ccnc2)cc1 (stereo unspecified)
23) COc1ccc(-c2sc3cc(OC)ccc3c2-c2ccc(OCCN3CCOCC3)cc2)cc1
24) O=c1c2ccccc2ncn1Cc1ccco1

Assay by compound	17	18	19	20	21	22	23	24
beta cell repl	-3	6	-2	-2	5	4	x	-1
mIAP block	4	5	4	-4	13	6	-9	0
APOBEC3A inh	-2	-6	-7	-4	-3	-4	2	1
hIAP activ	0.99	1.2	1.1	1.2	0.86	0.93	x	0.83
hIAP block	0	-17	-9	-17	14	7	x	17
mIAP act	0.96	0.95	0.96	1	0.87	0.94	1.1	1
NR3A LBD binder	1	2	-1	-5	-3	1	3	2
MPTP inh	2.0	0.8	-0.9	-1.0	-0.2	0.2	-2.2	-1.2
A3G deaminase	-4	-4	-10	-3	-5	-4	3	-3

Four entries from above, in markdown:
| item | compound | beta cell repl | mIAP block | APOBEC3A inh | hIAP activ | hIAP block | mIAP act | NR3A LBD binder | MPTP inh | A3G deaminase |
| --- | --- | --- | --- | --- | --- | --- | --- | --- | --- | --- |
| 16 | O=CN1CCc2scc[n+]2-c2ccccc21 | 0 | 10 | -2 | 0.9 | 10 | 0.91 | 0 | 0.8 | -3 |
| 20 | CCOc1ccc(N=C(C)c2ccccc2O)cc1 | -2 | -4 | -4 | 1.2 | -17 | 1 | -5 | -1.0 | -3 |
| 6 | CCc1nnc(NC(=O)CSc2nnc(-c3cccnc3)n2C)s1 | -5 | -7 | 3 | 0.96 | 4 | 1.1 | 0 | 0.2 | 1 |
| 9 | CC(C)C(=O)c1cn(CC(=O)N2CCCc3ccccc32)c2ccccc12 | -1 | -12 | 1 | 1.1 | -13 | 1.1 | 0 | 0.6 | -2 |

Going on with the list.
25) Cc1c(C)c2ccc(OCC(=O)Nc3ccc(CN4CCOCC4)cc3)cc2oc1=O
26) CN(C)CCCN(C(=O)c1ccc(S(=O)(=O)N(C)Cc2ccccc2)cc1)c1nc2c(F)cccc2s1
27) Cc1ccc(OCCC(=O)Nc2c(C)n(C)n(-c3ccccc3)c2=O)cc1
28) S=c1[nH]nc(-c2cc(-c3ccccc3)n[nH]2)n1/N=C/c1ccc(Br)s1
29) CCOc1ccc(NC(=O)C(c2ccccn2)N(C(=O)CCl)c2ccc(OC)cc2)cc1 (stereo unspecified)
30) CN(C)S(=O)(=O)c1ccc(NC(=O)CSc2nnc(-c3ccco3)o2)cc1
31) COc1ccc(CCN2CC34C=CC(O3)C(C(=O)NCc3ccccc3Cl)C4C2=O)cc1OC (stereo unspecified)
32) CC1CCN(C(=O)C(C)Sc2nc(-c3ccccc3)cc(C(F)(F)F)n2)CC1 (stereo unspecified)

Assay by compound	25	26	27	28	29	30	31	32
beta cell repl	-1	-7	-1	-6	-3	-4	-4	-1
mIAP block	11	-2	-6	-2	20	10	2	9
APOBEC3A inh	-3	-2	0	-3	1	-3	1	1
hIAP activ	0.99	1.3	0.95	1.8	1	1.2	1.1	0.94
hIAP block	1	-25	5	-82	0	-22	-11	6
mIAP act	0.89	1	1.1	1	0.8	0.9	0.98	0.91
NR3A LBD binder	-14	5	-1	8	3	1	2	1
MPTP inh	-0.1	0.4	-3.0	6.2	8.2	0.5	0.1	-4.4
A3G deaminase	0	-10	-1	-8	1	-9	0	-3

33) COc1ccc(S(=O)(=O)NC2CCCCC2)cc1F
34) Cc1cc(C)c(NS(=O)(=O)c2c(C(=O)N3CCOCC3)c(C)n(C)c2C)c(C)c1
35) COc1ccc2sc(N(CCCN(C)C)C(=O)c3ccc(C(=O)c4ccccc4)cc3)nc2c1
36) CCCc1cc(=O)oc2cc(C)cc(OCc3nn[nH]n3)c12
37) O=C(COC(=O)c1ccccc1N1C(=O)C2C3CCC(C3)C2C1=O)c1ccccc1 (stereo unspecified)
38) CC1=C(C(=O)OCc2ccccc2)C(c2cccnc2)n2ncnc2N1 (stereo unspecified)
39) CC(C)C(NC(=O)C1CCCCC1)C(=O)Nc1ccc2c(c1)OCCO2 (stereo unspecified)
40) CC(C)N(CCO)C(=O)CCc1nnc(CCCc2ccccc2)o1

Assay by compound	33	34	35	36	37	38	39	40
beta cell repl	-4	1	-5	0	-2	-1	-3	1
mIAP block	-8	4	-1	-1	11	7	-1	13
APOBEC3A inh	1	-2	-3	-4	4	0	-4	1
hIAP activ	0.87	1.2	1.1	0.99	0.95	1	1.1	1
hIAP block	13	-24	-8	1	4	0	-6	-3
mIAP act	1.1	0.96	1	1	0.89	0.93	1	0.87
NR3A LBD binder	3	2	2	0	0	1	-1	-1
MPTP inh	-0.5	-1.6	80*	-1.5	1.1	4.5	0.4	0.0
A3G deaminase	0	-2	-8	-6	-2	-4	-2	0

41) COc1cccc(-c2sc3ccccc3c2-c2ccc(OCCN3CCCC3)cc2)c1
42) Cc1ccnc2nc(C(=O)Nc3ccc(S(=O)(=O)N4CCCC4)cc3)nn12
43) CC1CCN(CC(=O)c2c[nH]c3ccccc23)CC1
44) Cc1ccc(N2C(=O)C3ON(c4ccccc4)C(c4ccncc4)C3C2=O)cc1 (stereo unspecified)
45) O=S(=O)(c1ccc(Cl)cc1Br)N1CCCCC1
46) COc1cc(OC)cc(-c2c(C#Cc3ccsc3)c3cc(-c4ccc(SC)cc4)ccc3n2C)c1
47) COc1ccc(CCNC(=O)C(=O)NCC2OCCN2S(=O)(=O)c2ccc(Br)cc2)cc1 (stereo unspecified)
48) Cc1ccc(S(=O)(=O)NCC(=O)OCC(=O)NCc2cccs2)cc1

Assay by compound	41	42	43	44	45	46	47	48
beta cell repl	-6	0	-1	1	3	-3	-2	-2
mIAP block	-7	-6	-14	1	9	11	8	1
APOBEC3A inh	-3	2	2	-1	-2	2	0	1
hIAP activ	0.75	1.1	1	1	0.94	0.98	0.81	0.99
hIAP block	25	-11	-1	-3	6	2	19	1
mIAP act	1.1	1.1	1.1	0.99	0.91	0.89	0.92	0.99
NR3A LBD binder	-2	0	2	0	1	-2	-2	1
MPTP inh	-1.4	0.2	-4.0	23	0.3	-0.3	-0.1	0.6
A3G deaminase	-7	-5	-1	-3	-7	-4	0	3

49) Cn1c(=O)c2c(nc(SCC(=O)Nc3ccccc3N3CCCCC3)n2C)n(C)c1=O
50) CCOC(=O)N1CCN(S(=O)(=O)c2c(C)nc3scc(C)n3c2=O)CC1
51) CC(C)C(NC(=O)c1ccccc1)c1nnc(SCC(=O)NC2CCCC2)n1C (stereo unspecified)
52) COc1ccc(CCNC(=O)Cn2cnc3ccccc3c2=O)cc1OC
53) O=C(CS(=O)c1ccc(Br)cc1)N1CCOCC1 (stereo unspecified)
54) Cc1ccc(NC(=O)COC(=O)C(NS(=O)(=O)c2ccc(Cl)cc2)C(C)O)c(Br)c1 (stereo unspecified)

Assay by compound	49	50	51	52	53	54
beta cell repl	-4	-3	-5	0	4	-2
mIAP block	-2	-3	-5	-10	1	1
APOBEC3A inh	0	-8	-1	-1	1	-3
hIAP activ	0.99	1.1	0.97	1.1	1.1	0.93
hIAP block	1	-13	2	-10	-5	7
mIAP act	1	1	1	1.1	0.99	0.99
NR3A LBD binder	-1	0	-2	1	0	1
MPTP inh	2.4	-2.0	-0.6	-1.1	1.3	-1.9
A3G deaminase	0	-9	-4	-8	-5	-8

Compound activity (PubChem)

Hits appear at their usual frequency; overall some 5% were active at least once.
